High-throughput results deposited in PubChem by National Center for Advancing Translational Sciences (NCATS).
HT1080NT lethal = qHTS for induction of synthetic lethality in tumor cells producing 2HG: qHTS for the HT-1080-NT fibrosarcoma cell line; HT-1080-NT fibrosarcoma viability, CellTiter-Glo ATP luminescence, 48 h; Potency, µM (doses to about 46.1 µM), for inactives: top-dose activity, negative = less viability, hits mostly cytotoxic; actives 1.6% (n = 360,000); AID 686970, 2013;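 note: NT is the 2HG producing partner of a matched IDH1 knockdown line; potency is the fitted concentration of half-maximal effect; 0% = DMSO-treated cells and -100% = media-only wells without cells; nearly all actives have a fitted effect of over 55% in size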
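750 cells/well, RPMI + 5% FBS; 2 h settle, compound pin-transfer, 48 h at 37 degrees C. CellTiter-Glo 10 min RT, luminescence. Normalized to DMSO and media-only wells.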
KB-V1 cytotox = qHTS assay for MDR1-selective chemotherapeutics: Primary screen using the drug-selected MDR subline cells KB-V1 | Potency, µM (top dose mostly 46.1 µM), for the others: at the highest dose activity change, negative = cytotoxicity, usual class: cytotoxic | KB-V1 MDR cells viability, CellTiter-Glo, 72 h | AID 1347076, 2019 | actives 3.4% (n = 400,000); note: potency is the fitted concentration of half-maximal effect; % is set by controls: 0 for no effect and ±100 for the full control effect; nearly all actives have a fitted effect of over 60% in size
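Following 72 h at 37 degrees C with compound, KB-V1 cell viability was read by CellTiter-Glo luminescence, medium being phenol-red-free DMEM plus 10% FBS; concentration-response parameters came from normalized, curve-fitted qHTS data.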
KB-3-1 cytotox = qHTS assay for MDR1-selective chemotherapeutics: Primary screen using the parental adenocarcinoma cell KB-3-1; KB-3-1 viability, CellTiter-Glo ATP luminescence, 72 h; Potency, µM (highest dose often 46.1 µM), without a hit: at the highest dose activity change, negative = cytotoxic, hits mostly cytotoxic; actives 1.4% (n = 400,000); note: potency is the fitted concentration of half-maximal effect; % is set by controls: 0 for no effect and ±100 for the full control effect; nearly all actives have a fitted effect of over 60% in size
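KB-3-1 cells, DMEM (no phenol red) + 10% FBS; compound by pin transfer, 72 h, 37 °C. Readout: CellTiter-Glo luminescence after 10 min. Data normalized, curve-fitted.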
MCF10A rereplic = A quantitative high throughput screen for small molecules that induce DNA re-replication in MCF 10a normal breast cells. MCF 10A DNA re-replication, Hoechst nuclear intensity, 48 h. AID 624296, 2012. Potency, µM (titrated, usually from 46.1 µM), for inactives: at the highest dose activity, positive = re-replication, most hits filed as activators. actives 2.9% (n = 350,000); note: potency is the fitted concentration of half-maximal effect; % of control where 0% means no effect; nearly all actives have a fitted effect of over 50% in size
SW480 rerep = A quantitative high throughput screen for small molecules that induce DNA re-replication in SW480 colon adenocarcinoma cells; actives 1.8% (n = 340,000); Potency, µM (titrated, usually from 46.1 µM), for inactives: at the top dose re-replication activation, usual class: activators; SW480 DNA re-replication, Hoechst DNA content imaging, 48 h; note: potency is the fitted concentration of half-maximal effect; % of control where 0% means no effect; nearly all actives have a fitted effect of over 55% in size
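Image-based DNA-content assay: after two days of treatment, nuclei were labelled with the DNA dye Hoechst and imaged, and hits were compounds raising the count of nuclei showing high fluorescence intensity.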
HT1080 IDH1KD tx = qHTS for induction of synthetic lethality in tumor cells producing 2HG: qHTS for the HT-1080-IDH1KD cell line; HT-1080 IDH1 knockdown viability, ATP luminescence, 48 h; Potency, µM (titrated, usually from 46.1 µM), for inactives: at the top dose activity, negative = toxicity, most hits filed as cytotoxic; actives 2% (n = 360,000);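 note: potency is the fitted concentration of half-maximal effect; 0% = DMSO wells and -100% = cell-free medium wells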
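CellTiter-Glo luminescence after 48 h compound exposure at 37 degrees C of IDH1-knockdown HT-1080 cells in 5% FBS RPMI. %Activity scaled between DMSO wells and cell-free media wells, with curves fitted and assigned curve classes.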
HEK293 tox = qHTS of GLP-1 Receptor Inverse Agonists: Cytotox Screen. HEK293 cAMP-luciferase reporter cells, luminescence, 24 h. Potency, µM (titrated, usually from 38.3 µM), without a hit: at the top dose activity change, negative = inhibition, usual class: inhibitors. AID 624418, 2012. actives 0.13% (n = 410,000);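 note: loss of luciferase light is scored as toxicity; potency is the fitted concentration of half-maximal effect; % is set by controls: 0 for no effect and ±100 for the full control effect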
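Luminescence readout: signal drop marks cytotoxicity. Plated cells grew 12 h at 37 °C, 5% CO2, received 23 nL compound for 24 h, then got luciferase reagent, read after 12 min at RT.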
IL1B secr inh = qHTS for Inhibitors of Inflammasome Signaling: IL-1-beta AlphaLISA Primary Screen. THP-1 LPS/ATP IL-1B secretion, AlphaLISA, 16 h; stronger effect = lower value. activity change, % at 57.5 µM. actives 4.7% (n = 360,000); in the data active = activity change below about -50%; inconclusive = mostly about -30% to -49%; note: % is set by controls: 0 for no effect and ±100 for the full control effect
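THP-1 cells pretreated 1 hr with compounds (up to 57.5 uM final), then stimulated with LPS (250 ng/mL final) plus ATP (1.25 mM final); secreted IL-1B measured by AlphaLISA after 16 hr, decreased signal indicating inhibition.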
D3 ag = qHTS of D3 Dopamine Receptor Agonist: qHTS. D3R DiscoveRx beta-arrestin cells, luminescence, 90 min. max activation, %. actives 0.58% (n = 410,000). AID 652048, 2013; in the data active = max activation above about 30%; note: 0% is about no effect; mostly tested at two doses, the higher about 12 µM
Target sequence (P35462 whole entry, looked up): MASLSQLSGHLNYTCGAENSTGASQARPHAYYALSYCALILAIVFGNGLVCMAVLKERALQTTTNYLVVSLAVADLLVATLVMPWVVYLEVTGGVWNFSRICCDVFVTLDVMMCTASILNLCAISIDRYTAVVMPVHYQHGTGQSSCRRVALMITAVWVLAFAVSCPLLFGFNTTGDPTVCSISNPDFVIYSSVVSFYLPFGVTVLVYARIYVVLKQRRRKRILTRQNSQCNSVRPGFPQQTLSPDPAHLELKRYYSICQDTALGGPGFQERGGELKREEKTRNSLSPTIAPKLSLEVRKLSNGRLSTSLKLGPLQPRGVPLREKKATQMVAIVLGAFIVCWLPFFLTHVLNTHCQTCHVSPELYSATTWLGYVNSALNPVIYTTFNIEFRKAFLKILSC
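Cells at 1500/well, incubated overnight, then treated with pinned compounds (dopamine as control) for 90 min at 37 degrees C. DiscoveRx reagent added for 30 - 60 minutes at room temperature; luminescence read.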
Active calls of the source: *; ? = inconclusive; / = not tested or not shown; & = joins results of further samples; [ ] = remark or other dose. Unless noted, calls come from the whole dose curve; as a rule, active = well fitted curve in the direction sought with a large enough effect; inconclusive = small, poorly fitted or top-dose-only effect, or another doubt; inactive = no such curve, though single readings can be large; an effect the other way counts as inactive or inconclusive. An unsorted share of the library; about 11% have a hit in one of these screens.

SMILES	HT1080NT lethal	KB-V1 cytotox	KB-3-1 cytotox	MCF10A rereplic	SW480 rerep	HT1080 IDH1KD tx	HEK293 tox	IL1B secr inh	D3 ag
CCOc1ccc(-c2nonc2NC(=O)c2ccc(C)cc2)cc1OCC	/	-1.5%	-0.4%	/	/	/	7.1%	/	-10.1
CCOc1cc(C2NC(=O)CCC2[N+](=O)[O-])cc(Br)c1OCC (configuration not stated)	-5.4%	0.0%	0.0%	-3.2%	-0.9%	0.5%	6.0%	-12.1	1.9
COc1ccc(NC(=O)Cn2nc(Cc3cccnc3)c3ccccc3c2=O)c(OC)c1	14.1%	-3.6%	-0.4%	-5.3%	0.9%	15.2%	-9.5%	-2.0	1.1
Cc1ccc(NC(=O)c2cc(S(=O)(=O)N3CCOCC3)ccc2F)c(C)c1	13.1%	13µM*	1.0%	5.0%	-8.5%	-17.0%	1.5%	?	6.8
COCC1CCCN(C(=O)c2ccc3oc(CCCc4ccccc4)nc3c2)C1 (configuration not stated)	-17.7%	-11.1%	-2.4%	4.9%	-2.8%	-14.5%	-5.0%	-3.0	10.7
CCc1ccc(-c2nc3c(c(SCc4ccc(F)cc4)n2)Cc2c(CO)cnc(C)c2O3)cc1	/	19.8%	9.2%	/	/	/	0.8%	/	8.7
Cc1ccc(NC(=O)COc2ccc(N(C)S(=O)(=O)c3ccc(F)cc3)cc2)cc1	-4.6%	-23.2%	-24.6%	2.0%	-3.8%	-15.6%	-3.3%	-9.3	-3.7
CCOC(=O)C1(Cc2ccc(Cl)cc2)CCN(Cc2ccon2)CC1	2.3%	3.6%	-2.7%	8.5%	0.0%	3.0%	5.2%	33.3	-0.1
CC(C)(C)C(=O)Nc1ccccc1N1CCN(c2ccc(F)cc2)CC1	-1.3%	?	-5.9%	20.6µM*	0.3%	-3.4%	-2.2%	5.1	-0.6
CCC1=NN(S(=O)(=O)c2ccc(C)cc2)C(O)(C(F)(F)F)C1 (configuration not stated)	?	0.0%	11.5%	-7.1%	-5.0%	25.0%	-1.9%	11.4	1.7
CCOC(=O)[C@]12CCC=C1N(Cc1cccc3ccccc13)C(=O)[C@H](CC(=O)N1CCN(C(=O)C3CC3)CC1)C2	-1.8%	?	4.5%	/	/	0.4%	2.0%	-6.9	5.4
Cc1ccc(C)c(N2CCN(C(=O)c3ccc4c(c3)c(C)c(C)n4C)CC2)c1	?	-0.3%&14.4%	?	5.17µM*	?	?	-15.7%&-5.1%	3.0	14.5&13.6
CCOC(=O)C1CCCCN1C(=O)CCn1nnnc1CN1CCOCC1 (configuration not stated)	0.6%	9.8%	-7.1%	-3.3%	-38.3%[inhibitor]	-2.5%	0.7%	0.0	-0.6
O=C1C/C(=C/NCc2ccccc2)C(=O)N1	-0.4%	0.0%	1.2%	-3.1%	2.9%	-7.4%	8.8%	17.2	-16.5
CC(=O)N(Cc1cc2c(C)cc(C)cc2[nH]c1=O)C1CCCCC1	-1.2%	-4.2%	-8.5%	?	-1.3%	-6.2%	?	1.5	-1.7
CCOC(=O)Cc1nn(C)c(=O)c2ccccc12	4.6%	?	1.8%	-1.0%	-3.3%	-5.8%	3.8%	33.4	1.7
CCOc1ccc(CCNC(=O)c2nn(-c3ccc(OC)cc3)c(=O)c3c2c2ccccc2n3C)cc1OCC	/	15.6%	1.8%	/	/	/	-8.9%	/	3.7
Cc1cc2nc(-c3cc(NC(=O)c4cc5ccccc5o4)ccc3Cl)oc2cc1C	/	-4.0%	1.6%	/	/	/	13.0%	/	-20.1
Cc1ccc(S(=O)(=O)NCC2COc3ccccc3O2)cc1 (configuration not stated)	9.4%	?	-1.0%	3.4%	-6.5%	-1.4%	-8.3%	-7.6	0.2
CCOC(=O)c1c(NC(=O)c2ccc(S(=O)(=O)N3CCC(C)CC3)cc2)sc2c1CCN(C(C)C)C2	/	0.0%	5.8%	/	/	/	-2.0%	/	-11.5

Entries of single compounds, quoted from the list. Screens in order: HT1080NT lethal	KB-V1 cytotox	KB-3-1 cytotox	MCF10A rereplic	SW480 rerep	HT1080 IDH1KD tx	HEK293 tox	IL1B secr inh	D3 ag
`CCOC(=O)[C@]12CCC=C1N(Cc1cccc3ccccc13)C(=O)[C@H](CC(=O)N1CCN(C(=O)C3CC3)CC1)C2` reads -1.8%	?	4.5%	/	/	0.4%	2.0%	-6.9	5.4
`CCOc1ccc(CCNC(=O)c2nn(-c3ccc(OC)cc3)c(=O)c3c2c2ccccc2n3C)cc1OCC` reads /	15.6%	1.8%	/	/	/	-8.9%	/	3.7
`Cc1ccc(C)c(N2CCN(C(=O)c3ccc4c(c3)c(C)c(C)n4C)CC2)c1` reads ?	-0.3%&14.4%	?	5.17µM*	?	?	-15.7%&-5.1%	3.0	14.5&13.6

Next section.
SMILES	HT1080NT lethal	KB-V1 cytotox	KB-3-1 cytotox	MCF10A rereplic	SW480 rerep	HT1080 IDH1KD tx	HEK293 tox	IL1B secr inh	D3 ag
N#Cc1sc2nccc(Nc3ccccc3)c2c1N	-23.7%	-22.3%	2.9%	?	23.1µM*	-22.7%	0.9%	93.0	22.0
CC(OCc1ccccc1)C(NC(=O)OC(C)(C)C)C(=O)NCC1CCCO1 (configuration not stated)	-0.3%	-14.0%	-0.8%	17.3%	1.8%	-10.6%	10.8%	2.4	-2.6
COc1ccc(C)cc1Cn1c(S(C)(=O)=O)nc2ccccc21	?	?	0.0%	3.0%	-4.2%	-30.3%	-10.8%	15.6	-6.0
Cc1cc2ccccn2c1C(=O)c1ccccc1Br	?	?	-1.7%	?	?	?	-9.2%	9.8	1.2
O=C1CC(c2ccccc2)Cc2[nH]c(=O)c(-c3nc(-c4ccc(Cl)c(Cl)c4)cs3)cc21 (configuration not stated)	/	5.2%	0.9%	/	/	/	33.2%	/	1.4
N#CCCn1nc(Cc2cccc3ccccc23)c(C#N)c1N	/	40.0%	15.8%	3.3%	0.7%	/	/	/	/
CC1CCCN(CCOc2cccc(Oc3ccccc3)c2)C1 (configuration not stated)	?	18.1%	-5.8%	?	?	-2.6%	-7.2%	-29.9	-29.1
COc1ccc(/C(C)=N/NC(=O)CNC(=O)c2cccs2)cc1	16.8%	10.4%	-0.8%	-2.5%	?	7.3%	-2.7%	-10.1	2.7
O=C(NCc1ccccn1)c1ccc(/C=N/O)nc1	11.8%	?	11.2%	-1.7%	0.0%	6.3%	2.7%	-3.5	0.7
C[C@H](NC(=O)C1CCN(S(=O)(=O)c2ccccc2)CC1)C(=O)NCc1ccncc1	-0.2%	5.5%	0.2%	/	/	9.8%	2.0%	-4.4	-11.4
CCN(CC)S(=O)(=O)c1ccc(C(=O)Nc2nnc(NC(=S)Nc3ccccc3)s2)cc1	-24.7%	5.3%	-2.5%	?	?	?	-12.3%	5.1	20.9
CCc1cc2ccc(C)cc2nc1SCC(=O)NC1CCCC1	0.0%	-7.5%	?	14.4%	-10.7%	1.1%	-4.1%	-21.4	-6.7
COc1ccc(N(C)S(=O)(=O)c2cccc(C(=O)OCC(=O)Nc3sc4c(c3C#N)CCCCC4)c2)cc1	-0.7%	-9.9%	-3.5%	4.5%	-9.4%	-3.1%	39.9%[activator]	0.0	-4.2
CC(C)Oc1ccc(C(=O)Nc2cccc(S(=O)(=O)N3CCCC3)c2)cc1	0.3%	?	?	?	?	-14.4%	-25.1%	?	-0.5
CN(C)C=Nc1nonc1-c1ncn[nH]1	7.3%	28.7%	4.0%	0.6%	-5.7%	7.8%	4.6%	-1.6	-5.5
Cc1cc(Cl)ccc1-n1c(CCC(=O)O)ccc1-c1cccs1	/	?	-0.1%	/	/	/	-1.3%	/	0.8
CCCCCCn1c(-c2ccco2)nc2oc3cc(OC)ccc3c(=O)c2c1=O	10.3%	?	4.9%	?	-24.0%	12.7%	-22.5%	-14.0	7.2
Cc1noc(/C=C/N(C)C)c1S(=O)(=O)N1CCCC(C(=O)NCc2cccs2)C1 (configuration not stated)	-3.2%	-0.5%	-1.7%	4.9%	-2.2%	0.6%	-14.5%	-11.0	0.3
CC/C(=N\NC(=O)c1ccc2c(c1)OCO2)C12CC3CC(CC(C3)C1)C2	-1.9%	3.1%	-12.3%	-3.8%	-0.2%	-11.6%	?	-12.9	-0.4
CN(C(=O)CN1C(=O)NC2(CCc3ccccc32)C1=O)C1CCCCC1 (configuration not stated)	0.1%	-17.3%	-0.6%	-0.2%	-7.6%	-6.9%	-4.1%	3.9	-9.8
C/C(=N\NC(=O)C1CC1c1ccccc1)c1cccs1 (configuration not stated)	11.9%	7.4%	3.7%	-2.3%	-7.3%	-0.8%	-0.2%	-11.4	2.0
CCC(=O)N1CCc2cc(Br)cc(S(=O)(=O)N(C)c3ccc(OC)cc3)c21	-22.4%	?	11.6%	11.8%	-3.1%	-16.1%	0.0%	23.4	12.9
CCN(CC)CCCNC(=O)c1cn(CC)c2ccc(S(=O)(=O)N3CCc4ccccc4C3)cc2c1=O	-4.3%	-1.0%&-14.8%	?	-1.5%	-4.1%	0.6%	-14.1%&-8.7%	-18.5	-13.7&-19.1
OCC1(CC2CCCCO2)CCN(Cc2cccc(O)c2)CC1 (configuration not stated)	-1.7%	17.3%	?	11.1%	-1.9%	0.3%	0.8%	-9.7	-9.9
CCc1ccccc1N1C(=O)[C@@H]2Cc3ccccc3CN2C1=O	9.8%	12.4%	2.1%	-3.3%	-9.1%	3.5%	-1.9%	4.9	7.1
Cc1cc(C)c2oc(=O)cc(CN3CCC(C)CC3)c2c1	15.3%	0.4%	7.6%	10.7%	-3.4%	14.9%	34.5%[activator]	-4.7	-21.2
